Rin1-Abl PPI inh: blocks binding of human Rin1 to Abl. P00519+Q13671. inhibition, % at 7.35 µM. 360,000 tested, 0.4% active. TR-FRET Rin1/Abl binding, biochemical; in the data active means inhibition above about 5%, passing the limit was not always enough
LMPTP block: LMPTP (human) inhibition; P24666; recombinant LMPTP-A, OMFP fluorogenic substrate, fluorescence intensity; inhibition, % at 20 µM; 360,000 tested, 0.22% active; AID 651560;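 active means compounds that cut the enzyme signal by at least half of the control window in the single-dose screen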;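 further: plate controls were DMSO wells with enzyme plus substrate for no effect and substrate without enzyme for full effect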
Target sequence (P24666 whole entry, looked up): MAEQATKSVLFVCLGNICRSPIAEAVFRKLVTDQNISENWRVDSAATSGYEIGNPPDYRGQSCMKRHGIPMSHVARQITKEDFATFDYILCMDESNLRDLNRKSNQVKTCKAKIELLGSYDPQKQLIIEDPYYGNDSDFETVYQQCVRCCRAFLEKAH
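Assay system: LMPTP-A phosphatase enzyme | Input: 0.625 nM enzyme | Also added: Fluorogenic phosphatase substrate OMFP at 400 µM final | Compound dosing: One test concentration per compound, 20 µM, with 3% DMSO overall | Schedule: 50 min enzyme reaction at room temperature, protected from light | Signal: Fluorescence intensity | Benchmarks: no-enzyme and uninhibited controls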
Rpn11 block: blocks the human proteasome subunit Rpn11. O00487. calls only at 20 µM. 360,000 tested, 0.59% active. human 26S proteasome, Ub4-pepOG fluorescence polarization; 20S core pre-blocked with epoxomicin. AID 588493;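 active means inhibition at 20 µM, scaled to each plate's controls, above about 33%, limit read from the data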
Neddylation inh: cullin neddylation inhibition | P61081+Q13564 | TR-FRET cullin neddylation, biochemical | calls only at 25 µM | 360,000 tested, 0.58% active; in the data active means inhibition above about 36%
Target sequence (P61081 whole entry, looked up): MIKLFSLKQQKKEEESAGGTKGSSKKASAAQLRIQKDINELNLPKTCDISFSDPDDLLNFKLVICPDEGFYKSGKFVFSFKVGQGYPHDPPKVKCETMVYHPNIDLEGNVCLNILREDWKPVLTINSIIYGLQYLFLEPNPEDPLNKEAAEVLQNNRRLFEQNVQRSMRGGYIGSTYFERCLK
Target sequence (Q13564 whole entry, looked up): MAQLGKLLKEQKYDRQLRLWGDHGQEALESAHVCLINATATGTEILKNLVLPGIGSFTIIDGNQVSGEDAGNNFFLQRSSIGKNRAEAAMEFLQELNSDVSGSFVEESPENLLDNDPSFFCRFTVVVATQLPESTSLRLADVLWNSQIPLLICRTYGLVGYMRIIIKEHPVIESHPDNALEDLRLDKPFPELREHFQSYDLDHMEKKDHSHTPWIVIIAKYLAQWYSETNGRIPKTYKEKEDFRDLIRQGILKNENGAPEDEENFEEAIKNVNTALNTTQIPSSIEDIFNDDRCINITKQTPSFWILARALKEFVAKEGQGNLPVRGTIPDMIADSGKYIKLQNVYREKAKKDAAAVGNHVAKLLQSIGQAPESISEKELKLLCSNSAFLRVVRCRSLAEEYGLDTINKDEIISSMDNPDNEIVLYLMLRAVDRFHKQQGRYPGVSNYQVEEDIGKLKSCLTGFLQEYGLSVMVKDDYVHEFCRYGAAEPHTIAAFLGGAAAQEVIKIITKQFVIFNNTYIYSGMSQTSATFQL
CSN inh: blocks human CSN-mediated cullin deneddylation | Q92905 | Purified CSN, SCF-Nedd8-OG deneddylation, fluorescence polarization | inhibition, % at 12.5 µM | 360,000 tested, 0.38% active;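 active means pattern-corrected inhibition above about 35%, with an unprinted fluorescence ratio check between 0.5 and 1.5, limit read from the data, passing the limit was not always enough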;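 further: 0% = enzyme with substrate and 100% = substrate without enzyme; some results filed as inactive read as strong as hits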
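Test system: Human Csn5 produced in HEK293T cells | Compound: 12.5 µM single point | Times: 90 min, room temperature | Signal: Fluorescence polarization readout | Read-out basis: % inhibition of substrate cleavage by Csn5 | Controls: no-enzyme wells high, enzyme-with-substrate wells low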
Scp-1 inhibitor: Scp-1 (human) phosphatase inhibition | Recombinant Scp1, phosphopeptide, malachite green phosphate absorbance | inhibition, % at 20 µM | 340,000 tested, 0.88% active | Q9GZU7;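 active means inhibition above about 50% at 20 µM, limit read from the data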;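 further: plate controls were DMSO wells with enzyme for no effect and wells lacking enzyme for full effect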
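Times: enzyme reaction 45 min at room temperature, colour 5 min, stabilisation 30 min. Material: SCP-1 catalytic fragment, aa 76-261. Medium: Acidic Tris acetate buffer with magnesium and detergent. Signal: colorimetric free-phosphate detection, absorbance 630 nm. Read-out basis: % inhibition of SCP-1 phosphate liberation. Reagent: Phosphorylated 17-residue peptide substrate.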
NadD inh: inhibitors of Staphylococcus aureus NadD | purified NadD enzyme, colorimetric absorbance read-out | inhibition, % at 20 µM | 360,000 tested, 0.78% active; in the data active means inhibition above about 26%; further: some compounds past the cut are filed as inactive
DNMT1 block: inhibitors of human DNMT1; inhibition (reported as % activation of signal), % at 10 µM; 360,000 tested, 0.83% active; AID 588458; DNMT1 molecular beacon, Hinp1I cleavage, fluorescence; P26358; in the data active means inhibition above about 50%
STEP block: STEP (human) phosphatase inhibition. P54829. recombinant STEP, OMFP fluorogenic substrate, fluorescence. inhibition, % at 20 µM. 360,000 tested, 0.25% active. AID 588621;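 active means inhibition at 20 µM, scaled per plate between control wells, above about 37%, limit read from the data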;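 further: 0% = DMSO with enzyme and substrate and 100% = substrate only without enzyme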
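medium = Bis-Tris buffer pH 6.0, 2.5 mM DTT, 0.005% Tween 20 | test system = STEP (striatal-enriched tyrosine phosphatase) enzyme, cell-free | measure = normalized % inhibition | compound dosing = 20 µM, 1% DMSO | also added = 25 µM OMFP | schedule = reaction 20 min, ambient temperature | measured by = fluorescence read at 480 nm ex / 540 nm em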
SUMO1-SIM PPI: modulators of human SUMO1-mediated protein-protein interactions; SUMO1 binding to a labelled peptide, TR-FRET, 1 h; inhibition, % at 20 µM; 360,000 tested, 0.33% active; in the data active means inhibition above about 37%
Target sequence (P63165 whole entry, looked up): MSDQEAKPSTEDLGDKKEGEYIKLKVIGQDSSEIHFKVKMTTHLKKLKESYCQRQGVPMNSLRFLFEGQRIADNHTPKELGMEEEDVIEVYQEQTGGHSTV
Numbers without * were called inactive; i = inactive; · = no result given.

SMILES | Rin1-Abl PPI inh | LMPTP block | Rpn11 block | Neddylation inh | CSN inh | Scp-1 inhibitor | NadD inh | DNMT1 block | STEP block | SUMO1-SIM PPI
Cc1ccc(C(=O)NCc2ccc(Cl)cc2)cc1S(=O)(=O)N1CCCCC1 | 2 | 0.3 | i | i | -2 | -2 | -9 | 10 | -2 | 4
N#CC1(NC(=O)COc2ccccc2[N+](=O)[O-])CCCCC1 | -1 | -2.0 | i | i | 0 | 52* | 14 | 3 | -2 | -4
CCCCNC(=O)c1ccccc1NC(=O)CCC | -2 | -1.5 | i | i | -1 | 3 | 3 | 2 | 2 | -3
Clc1ccc(Cc2ccccc2)nn1 | -4 | 0.0 | i | i | 0 | -21 | 5 | -1 | 3 | 1
CCOc1ccc(N(C(=O)CNC(=O)c2ccco2)C(C(=O)NC2CCCC2)c2cccnc2)cc1 (stereo not given) | -1 | -0.5 | i | i | 3 | 4 | -1 | 3 | 0 | 1
CCOc1ccc2nc3sc(C(=O)N4CCN(C)CC4)c(N)c3cc2c1 | -1 | -3.3 | i | i | 3 | 0 | 4 | -5 | -2 | -8
CCN(C(=O)Cn1c(=O)oc2ccccc21)c1cccc(C(F)(F)F)c1 | 2 | -0.5 | i | i | 5 | -5 | -3 | 2 | 3 | -2
COc1cc(CCCN2C(=O)C(=O)NC[C@@H]2c2ccccc2)cc(OC)c1OC | -1 | -1.5 | i | i | 1 | -3 | 0 | 7 | 3 | 7
O=C(NNC1=NS(=O)(=O)c2ccccc21)c1cccc([N+](=O)[O-])c1 | -2 | -0.6 | i | i | 3 | -8 | -5 | 3 | -1 | -19
O=C(CN1C(=O)COc2ccccc21)NNC(=O)Nc1ccccc1F | 3 | -0.8 | i | i | -2 | -1 | 3 | 2 | -1 | 3
CC(=NNC(=O)c1ccncc1)c1ccc(Cl)c(Cl)c1 | -2 | -2.6 | i | i | -3 | -8 | -3 | -1 | -3 | -2
Cc1ccc(-c2nc(C3CCCN(S(=O)(=O)c4ccc(C(C)(C)C)cc4)C3)no2)cc1 (stereo not given) | -2 | 0.5 | i | i | 0 | -9 | -3 | 2 | -2 | 3
C(=N\c1nccs1)/Nc1nccs1 | 6 | 1.8 | i | i | 3 | -2 | 0 | 2 | 2 | 3
O=C(O)CC1(C(=O)O)CC2C=CC1C2 (stereo not given) | 4 | -1.7 | i | i | 1 | · | 2 | 9 | 0 | 4
Cc1cc(C(=O)N[C@H](c2ccccc2)[C@@]2(C)C[C@@H]2[C@@H](C)C(=O)Nc2ccc3ccccc3c2)no1 | -3 | 5.3 | i | i | 4 | -9 | 7 | -17 | -2 | -3
O=C(NC1CCCCC1)C1c2ccccc2C(=O)N1Cc1ccc2c(c1)OCO2 (stereo not given) | 1 | 0.7 | i | i | -1 | -3 | -4 | 4 | -1 | -1
COc1cc(CN2CCc3ccccc3C2)ccc1O | 2 | -0.9 | i | i | 3 | 1 | -4 | -5 | 1 | 3
C=C1CCN([C@@H](CC(C)C)C(=O)NCc2ccco2)S(=O)(=O)c2ccccc21 | 1 | 0.1 | i | i | 3 | 4 | -5 | 3 | 1 | 5
CCOc1ccc(CCNC(=O)COC(=O)/C=C/c2cccc(OC)c2)cc1OCC | 1 | -1.5 | i | i | 5 | -7 | 1 | -1 | 0 | -11
CC[C@H](C)[C@H]1O[C@]2(CC[C@@H]1C)C[C@@H]1C[C@@H](CC=C(C)[C@@H](O[C@H]3C[C@H](OC)[C@@H](O[C@H]4C[C@H](OC)[C@@H](O)[C@H](C)O4)[C@H](C)O3)[C@@H](C)C=CC=C3CO[C@@H]4[C@H](O)C(C)=C[C@@H](C(=O)O1)[C@]34O)O2 | -5 | 5.1 | i | i | 7 | -16 | -3 | -27 | -4 | 9
CCCC(=O)Nc1cc2c(cc1C(C)=O)OCCO2 | -1 | 0.5 | i | i | -2 | -10 | -3 | -3 | -5 | -5
COCCCNC(=O)Cn1nnc(-c2ccc(NC(=O)c3ccccc3F)cc2)n1 | -3 | -1.7 | i | i | -2 | -1 | 1 | 2 | 11 | -2
CC(C)CCNC(=O)CCCOc1ccccc1 | -5 | -1.0 | i | i | -2 | -2 | -10 | -3 | -2 | 1
Cc1ccc(S(=O)(=O)N2CCN(C(=O)COC(=O)c3cc([N+](=O)[O-])ccc3NCCO)CC2)c(C)c1 | -2 | 0.5 | i | i | 0 | -8 | 15 | -9 | 2 | -31
Cc1c(NC(=O)c2cccc(NC(=O)COc3ccc(C#N)cc3)c2)c(=O)n(-c2ccccc2)n1C | -1 | -1.7 | i | i | 2 | -3 | 8 | 1 | 0 | 5

Going on with the list.
SMILES | Rin1-Abl PPI inh | LMPTP block | Rpn11 block | Neddylation inh | CSN inh | Scp-1 inhibitor | NadD inh | DNMT1 block | STEP block | SUMO1-SIM PPI
COc1ccc(C2C(C(=O)c3ccccc3)N3c4ccccc4C=CC3C2[N+](=O)[O-])cc1 (stereo not given) | -4 | 4.3 | · | i | 37* | -8 | 23 | 1 | -3 | -23
Cc1cccc(CS(=O)(=O)c2cn(CC(=O)N3CCOCC3)c3ccccc23)c1 | -2 | 0.5 | i | i | 1 | -4 | 6 | -2 | -1 | -4
Cc1cccc(COC[C@H](Cc2ccccc2)N2CCN(C(=O)c3cccc(C)c3)CCC2=O)c1 | · | -0.1 | · | i | 2 | · | -4 | · | · | 2
CN(C)CCN1C(=O)C2C(C(=O)Nc3cc(Cl)cc(Cl)c3)C3C=CC2(O3)C1C(=O)NC1CCCCC1 (stereo not given) | 1 | -1.9 | i | i | 6 | -7 | -10 | -1 | 0 | 2
COc1ccc(C)cc1NC(=O)c1ccc(OC(F)F)cc1 | -2 | 0.7 | i | i | -23 | -10 | -5 | 1 | 2 | -1
COc1cc(C)nc(NCc2ccccc2)n1 | 1 | -1.4 | i | i | -7 | -2 | -2 | 1 | -3 | 3
COc1ccc(NC(=O)Nc2nc(C(N)C3CCCCC3)cs2)cc1 (stereo not given) | -2 | -0.2 | i | i | -1 | · | 5 | -9 | 2 | -2
Cc1ccc2nc(SCC(=O)NCc3ccc(S(N)(=O)=O)cc3)[nH]c2c1 | 2 | -1.8 | i | i | 3 | -9 | 5 | -2 | -1 | -1
COc1cccc(OC)c1C(=O)Nc1ccc2c3c(cccc13)CC2 | 0 | 1.2 | i | i | 6 | -8 | -6 | -1 | 0 | -14
Cc1ccc(/C=N\NC(=O)Cc2cccn2C)o1 | 1 | -0.2 | i | i | -3 | -3 | 1 | 6 | -1 | 2
O=C(O)CN1C(=O)/C(=C\c2cn(CC(=O)N3CCOCC3)c3ccccc23)SC1=S | 0 | 3.3 | · | i | 154 | -3 | 5 | 12 | -12 | -35
Cc1nc2nc(C)n(-c3ccccc3)c2s1 | 0 | 1.3 | i | i | 4 | 18 | 2 | 49 | 11 | 4
CC1CCC(CC(=O)O)(C(=O)O)CC1 (stereo not given) | 3 | -2.8 | i | i | 0 | -8 | -2 | 4 | -2 | 1
Cc1nc(N2CCCCC2)c2ccsc2n1 | 0 | -0.5 | i | i | 1 | -7 | 1 | -4 | 1 | 0
C=CCn1c(C)c(C(C)=O)c(N2CCOCC2)nc1=S | 3 | -2.5 | i | i | -1 | -4 | 6 | 7 | 1 | -3
Cc1cc(Br)c(NC(=O)Cn2c([N+](=O)[O-])cnc2C)cc1C | 0 | -1.0 | i | i | 0 | 7 | -6 | 0 | -1 | -8
Cc1cc(C)nc(N2CCCC(C(=O)NCC(c3ccccc3)c3ccccc3)C2)n1 (stereo not given) | 1 | 2.6 | i | i | 3 | -10 | 0 | -3 | -1 | 3
O=C(CSc1nnc(SCC(=O)NCc2ccc3c(c2)OCO3)s1)NCc1ccc2c(c1)OCO2 | 6 | -0.4 | i | i | -3 | -3 | 8 | 2 | 0 | 9
Cc1nc2ccccc2nc1CN1CCN(Cc2ccc(F)c(F)c2)C(CCO)C1 (stereo not given) | -3 | -1.5 | i | i | 5 | -10 | -5 | -1 | -2 | -2
CCOC(=O)c1ccc(N=C2SC(C(=O)Nc3ccc(C(=O)O)cc3)CC(=O)N2Cc2cccs2)cc1 (stereo not given) | -2 | 2.9 | i | i | -3 | -9 | 19 | -4 | 4 | 3
O=C(COC(=O)CSc1ccc([N+](=O)[O-])cc1)NCCCc1ccccc1 | -1 | 0.8 | i | i | 1 | -10 | 2 | -2 | 0 | -27
CCC1(C)Cc2ccccc2-c2nc(SCC(N)=O)[nH]c(=O)c21 (stereo not given) | -9 | -2.3 | i | i | 7 | -10 | -6 | 0 | 1 | -7
CC(C)C[C@@H](CN1CCCC1CN1C(=S)NC[C@@H]1Cc1ccccc1)N1C[C@H](Cc2ccccc2)N(CC2CCCCCC2)C1=S (stereo not given in full) | · | 2.7 | · | i | 4 | · | 22 | · | · | -1
COc1ccccc1N1CCN(C(=O)CCc2nnc3ccc(N4CCCC4)nn23)CC1 | -2 | -0.8 | i | i | 4 | 40 | -3 | 4 | 2 | 1
CCOC(=O)COc1ccccc1C1Nc2ccccc2C(=O)N1c1cccc(Cl)c1 (stereo not given) | 1 | 0.3 | i | · | -1 | -4 | 1 | -1 | 0 | 2
CC(C)c1ccc(N2C(=O)[C@@H]3Cc4ccccc4CN3C2=O)cc1 | 0 | -0.9 | i | i | -6 | 0 | -3 | 5 | -1 | 0
N/C(=N\S(=O)(=O)c1ccc(Cl)cc1)N1CCOCC1 | 1 | -2.6 | i | i | -6 | -4 | 4 | -1 | 1 | 0
Cc1ccc(S(=O)(=O)Nc2cccc(C(=O)N3CCOCC3)c2)c(C)c1NS(C)(=O)=O | -1 | -1.5 | i | i | 5 | -3 | -1 | 1 | -1 | -2
O=C(NCc1ccco1)c1ccccc1 | -1 | 4.0 | i | i | -6 | -10 | -7 | -4 | -2 | 2

An excerpt from above in order of their number in Rin1-Abl PPI inh, descending.
SMILES | Rin1-Abl PPI inh | LMPTP block | Rpn11 block | Neddylation inh | CSN inh | Scp-1 inhibitor | NadD inh | DNMT1 block | SUMO1-SIM PPI
Cc1ccc2nc(SCC(=O)NCc3ccc(S(N)(=O)=O)cc3)[nH]c2c1 | 2 | -1.8 | i | i | 3 | -9 | 5 | -2 | -1
Cc1nc(N2CCCCC2)c2ccsc2n1 | 0 | -0.5 | i | i | 1 | -7 | 1 | -4 | 0
CCOC(=O)c1ccc(N=C2SC(C(=O)Nc3ccc(C(=O)O)cc3)CC(=O)N2Cc2cccs2)cc1 (stereo not given) | -2 | 2.9 | i | i | -3 | -9 | 19 | -4 | 3

Just NadD inh, Rpn11 block and Rin1-Abl PPI inh, for some of the entries so far:
molecule | NadD inh | Rpn11 block | Rin1-Abl PPI inh
Cc1nc2ccccc2nc1CN1CCN(Cc2ccc(F)c(F)c2)C(CCO)C1 (stereo not given) | -5 | i | -3
COc1ccc(C2C(C(=O)c3ccccc3)N3c4ccccc4C=CC3C2[N+](=O)[O-])cc1 (stereo not given) | 23 | · | -4
COc1ccc(NC(=O)Nc2nc(C(N)C3CCCCC3)cs2)cc1 (stereo not given) | 5 | i | -2
CC1CCC(CC(=O)O)(C(=O)O)CC1 (stereo not given) | -2 | i | 3
